Screens: PubChem BioAssay, Southern Research Specialized Biocontainment Screening Center
H1N1 NS1A inhibition = NS1A inhibition, H1N1 influenza, cell based functional assay (AID 504329). NS1A functional cell-based assay, percent inhibition; higher % means a stronger effect. 340,000 tested, 0.3% active. inhibition, % at 12.5 µM, or IC50 in µM where a hit was titrated; in the data active means a potency from the dose series; inconclusive means inhibition above about 27% without an active follow-up result; further: strong numbers were not always called active
tuberculosis growth = growth inhibition of non-replicating M. tuberculosis (AID 488890); 320,000 tested, 0.39% active; inhibition, % at 25 µM; hits with a dose series show IC50 in µM; Mycobacterium tuberculosis non-replicating, growth inhibition; higher % means a stronger effect; in the data active means a potency from the dose series; inconclusive means inhibition mostly from about 82% at the one dose, without a potency; inactive means the rest, 99 in 100 with inhibition below about 76%;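 further: plate controls were DMSO cells for no effect and high antibiotic wells for full effect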
VEEV TC-83 Vero = inhibitors of VEEV TC-83 cytopathic effect, confirmation, Vero cells (AID 588727) | Vero cells, VEEV TC-83 cytopathic effect inhibition; higher % means a stronger effect | inhibition, % at 20 µM, or IC50 in µM where a hit was titrated | 350,000 tested, 0.13% active; in the data active means a potency from the dose series; inconclusive means inhibition mostly from about 14% at the one dose, without a potency; inactive means the rest, 99 in 100 with inhibition below about 12%; further: strong numbers were not always called active
Salmonella PhoP GFP = Inhibition of PhoP regulon, Salmonella typhi GFP reporter cells, confirmation, 4 h (AID 1850). Salmonella Typhi PhoP-promoter GFP reporter, fluorescence, 4 h; higher % means a stronger effect. one-dose inhibition, % at 50 µM; IC50 in µM for titrated hits. 310,000 tested, 0.33% active; in the data active means a potency from the dose series; inconclusive means inhibition mostly from about 25% at the one dose, without a potency; inactive means the rest, 99 in 100 with inhibition below about 19%;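 further: 0% = induced wells with vehicle and 100% = uninduced wells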
M. tuberculosis HTS = M. tuberculosis growth inhibition, HTS (AID 449762) | 330,000 tested, 0.59% active | M. tuberculosis H37Rv growth inhibition, 7H9 media; higher % means a stronger effect | inhibition, % at 25 µM, or IC50 in µM where a hit was titrated; in the data active means a potency from the dose series; inconclusive means inhibition above about 70% without an active follow-up result;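 further: bacterial growth assessed after seven days of incubation; strong numbers were not always called active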
VEEV TC-83 Vero 10K pilot screen = second read-out of VEEV TC-83 Vero, no call of its own (marks repeat the call); inhibition, %; measured here: 10K pilot screen inhibition
Starred values were filed as active, the others as inactive; i = inactive; ? = inconclusive; nt = no result given.

SMILES	H1N1 NS1A inhibition	tuberculosis growth	VEEV TC-83 Vero	Salmonella PhoP GFP	M. tuberculosis HTS	others
C=C(C)Cn1c(CNC(C)=O)nc2ccccc21	2%	nt	1.9%	nt	-5%
CC(C)N(C(=O)CSc1nnnn1C1CCCC1)C(C)C	9%	-22%	0.4%	7%	-1%
O=C(COC(=O)CCC(=O)c1cccs1)NCc1ccc(Cl)cc1	6%	36%	i	2%	1%
COc1ccc(C(=O)c2sc3nc(-c4ccccc4)ccc3c2N)cc1OC	-5%	-17%	3.3%	2%	2%
COc1ccc(C)cc1NC(=O)c1cc(S(=O)(=O)N2CCCCC2)ccc1N1CCOCC1	-10%	22%	2.5%	nt	9%
O=C(c1ccccc1SCc1ccccc1)N1CCOCC1	3%	-4%	0.5%	-20%	4%
Cc1ccc(S(=O)(=O)N(C)c2ccc(OC(C)C(=O)N(C)c3ccccc3)cc2)cc1 (centres undefined)	-2%	nt	9.8%	nt	nt
CCOc1cccc(C(=O)Nc2ccccc2C(=O)N2CCOCC2)c1	11%	-14%	i	-7%	-1%
O=C(NNc1ccccc1)c1ccccc1	-15%	nt	2.8%	nt	nt
CCOc1ccc(C(=O)NCC(C)NC(=O)c2ccc(OCC)cc2)cc1 (centres undefined)	-9%	-6%	0.2%	-1%	-7%
O=C(Cc1ccc(Nc2nc3ccc(Br)cc3[nH]2)cc1)NCCc1cccs1	3%	58%	0.4%	15%	24µM*	VEEV TC-83 Vero 10K pilot screen=0.7
O=C(c1cc(C2CC2)on1)N1CCCC(N2CCN(c3cccc(C(F)(F)F)c3)CC2)C1 (centres undefined)	-5%	15%	i	-9%	58%
CCCNC(=O)Cn1cnc2sc(C(=O)N3CCN(CCC)CC3)c(C)c2c1=O	0%	-18%	1.4%	11%	-5%
COc1ccc(CC(=O)OCC(=O)Nc2cc(Cl)ccc2C)cc1	-5%	50%	0.2%	nt	3%
COC(=O)c1cc(N=CC2=C(O)CC(C)(C)CC2=O)cc(C(=O)OC)c1	10%	13%	0.2%	-3%	12%

Filtered by structure, the entries above with an aryl thioether with sulfur outside any ring
SMILES	H1N1 NS1A inhibition	tuberculosis growth	VEEV TC-83 Vero	Salmonella PhoP GFP	M. tuberculosis HTS	others
CC(C)N(C(=O)CSc1nnnn1C1CCCC1)C(C)C	9%	-22%	0.4%	7%	-1%
O=C(c1ccccc1SCc1ccccc1)N1CCOCC1	3%	-4%	0.5%	-20%	4%

(list continues)
SMILES	H1N1 NS1A inhibition	tuberculosis growth	VEEV TC-83 Vero	Salmonella PhoP GFP	M. tuberculosis HTS	others
Cc1cc(OCC(=O)Nc2cccnc2)c2c(C)c(C)c(=O)oc2c1	0%	10%	i	4%	-2%
COc1ccc(NC(=O)CN(C)C(=O)c2cccc(S(=O)(=O)Nc3ccc(OC)cc3)c2)cc1	2%	9%	0.2%	-9%	1%
CCOc1ccccc1OCCOc1ccccc1CC	-15%	33%	0.4%	8%	2%
COc1ccc(NC(=O)N(C)C[C@H]2Oc3ccc(NC(=O)Nc4c(C)noc4C)cc3C(=O)N([C@H](C)CO)C[C@H]2C)cc1	-1%	14%	0.3%	nt	-4%
C=CC1CN2CCC1CC2C(OC(C)=O)c1ccnc2ccc(OC)cc12 (centres undefined)	-18%	6%	0.2%	-17%	0%
O=C(Cn1ccc([N+](=O)[O-])n1)c1ccccc1	9%	17%	1.4%	1%	-7%
COc1ccccc1N1CCN(C(=O)C2=CC=CN3CCS(=O)(=O)N=C23)CC1	0%	-8%	0.6%	nt	1%
O=C(C1COc2ccccc2O1)N1CCN(c2nc3ccccc3s2)CC1 (centres undefined)	-4%	11%	1.6%	-5%	-5%
S=C(Nc1ccccc1Cl)N1CCN(Cc2ccccc2)CC1	-11%	12%	i	-4%	5%
COc1ccc(NC(=O)C2CCC2)cc1S(=O)(=O)N1CCOCC1	-8%	-14%	2.1%	nt	-10%
CCCCc1nc2sc3c(=O)[nH]cnc3c2c2c1CCCC2	18%	-4%	i	0%	4%
O=C(CN1CCN(S(=O)(=O)c2ccccc2)CC1)NCCc1ccccc1	0%	-2%	8.0%	-5%	-14%
COc1ccc(-c2cc(C(=O)O)c3c(C)nn(-c4ccccn4)c3n2)cc1	nt	12%	nt	18%	10%
Cc1ccc(OCC(=O)N2CCN(C(=O)c3cccs3)CC2)cc1	1%	6%	i	-3%	-1%
CN1CCN(S(=O)(=O)c2cc([N+](=O)[O-])ccc2Cl)CC1	-14%	6%	1.6%	0%	6%

Reprinted from the part before: 2 compounds, followed by the next part.
SMILES	H1N1 NS1A inhibition	tuberculosis growth	VEEV TC-83 Vero	Salmonella PhoP GFP	M. tuberculosis HTS	others
Cc1ccc(OCC(=O)N2CCN(C(=O)c3cccs3)CC2)cc1	1%	6%	i	-3%	-1%
CN1CCN(S(=O)(=O)c2cc([N+](=O)[O-])ccc2Cl)CC1	-14%	6%	1.6%	0%	6%
CCOC(=O)Cn1c(=NC(=O)C(C)(C)C)sc2cc([N+](=O)[O-])ccc21	-1%	25%	3.2%	-6%	10%
O=C1C(F)=CC(COC(c2ccccc2)(c2ccccc2)c2ccccc2)OC1n1cc(F)c(=O)[nH]c1=O (centres undefined)	-23%	nt	12µM*	nt	nt
COc1ccc(-c2cc3ccccc3n2CC(O)CNCCO)cc1 (centres undefined)	-15%	51%	i	4%	-8%
CCOc1ccc(Oc2c(/C=N/NC(=O)C3CC3)c(C)nn2-c2ccccc2)cc1	4%	13%	1.2%	-3%	-1%
FC(F)(F)c1cccc(NC(=S)NCCN2CCOCC2)c1	-2%	6%	i	1%	-8%
Cn1c(SCC(=O)Nc2ccc3c(c2)OCCO3)nnc1-c1ccco1	9%	-1%	0.5%	-1%	7%
CC1CCCCC1NC(=O)CSc1nncs1 (centres undefined)	6%	-4%	1.0%	-3%	-8%
CCCc1cc(C(=O)N2CCCC(N3CCN(c4ccc(F)cc4)CC3)C2)no1 (centres undefined)	-4%	27%	i	13%	9%
O=C(CSc1ncnc2c1nnn2Cc1ccccc1F)N1CCN(c2ccccc2)CC1	-2%	nt	3.5%	nt	nt
C=CCN1C=CC(=O)[C@@H](O)[C@H]1c1ccccc1Br	-34%	nt	i	nt	nt
CCOC(=O)N1CCC(NC(=O)c2ccc3nc(N4CCOCC4)sc3c2)CC1	-5%	nt	i	nt	nt
CCS(=O)(=O)c1nc(S(=O)(=O)c2ccc(C)cc2)c(N2CCC(C)CC2)s1	-1%	-5%	1.9%	-10%	1%
O=C(CCN1C(=O)c2cccc3cccc(c23)C1=O)N1CCOCC1	-5%	-13%	2.1%	2%	-1%
CC1C(=O)Nc2ccc(S(=O)(=O)N3CCCCCC3)cc21 (centres undefined)	-1%	1%	2.1%	nt	-7%
O=C(CCNC(=O)c1ccccc1)NNC(=O)COc1ccccc1Cl	4%	12%	0.6%	nt	-8%

Three compounds from above, sorted by length of the SMILES, ascending.
SMILES	H1N1 NS1A inhibition	tuberculosis growth	VEEV TC-83 Vero	Salmonella PhoP GFP	M. tuberculosis HTS	others
S=C(Nc1ccccc1Cl)N1CCN(Cc2ccccc2)CC1	-11%	12%	i	-4%	5%
CC1C(=O)Nc2ccc(S(=O)(=O)N3CCCCCC3)cc21 (centres undefined)	-1%	1%	2.1%	nt	-7%
Cc1ccc(S(=O)(=O)N(C)c2ccc(OC(C)C(=O)N(C)c3ccccc3)cc2)cc1 (centres undefined)	-2%	nt	9.8%	nt	nt

The list continues:
SMILES	H1N1 NS1A inhibition	tuberculosis growth	VEEV TC-83 Vero	Salmonella PhoP GFP	M. tuberculosis HTS	others
O=C(c1cc2cc(Br)ccc2oc1=O)N1CCN(c2ccccn2)CC1	2%	nt	i	0%	nt	VEEV TC-83 Vero 10K pilot screen=0.1
O=C(COC(=O)c1ccc([N+](=O)[O-])s1)Nc1ccc(Cl)cn1	3%	2.4µM*	i	-6%	?
C=CCn1c(C)cc(C(=O)CSc2nc3ccccc3[nH]2)c1C	10%	nt	0.0%	3%	nt
Cc1ccccc1NC(=O)CN1CCN(C)CC1	16%	-3%	0.3%	0%	-3%
C=CCN1C(=O)CSc2ccc(C(=O)NC3CCCCC3)cc21	3%	14%	1.1%	11%	1%
CCC(C(=O)Nc1cccnc1Cl)c1ccccc1 (centres undefined)	20%	7%	5.2%	-4%	-2%
CCN(CC)c1ccc(NC(=O)CCNC(=O)c2ccco2)cc1	-1%	6%	0.3%	14%	4%
Cc1nc(-c2ccc(S(=O)(=O)Nc3cccc(S(N)(=O)=O)c3)s2)cs1	nt	10%	i	-10%	5%
COc1cccc(OC)c1C(=O)N1CCN(c2c(Cc3ccccc3)c(C)nc3ncnn23)CC1	3%	28%	i	-9%	0%
CS(=O)(=O)N(CC(=O)NCc1ccccc1Cl)c1cccc([N+](=O)[O-])c1	1%	7%	0.5%	4%	1%
CC(=NCCc1ccccc1)C1=C(O)CSC1=O	-23%	1%	i	-10%	8%
Cc1cnc(C(=O)OCC(=O)N2c3ccccc3NC(=O)C2(C)C)cn1	0%	-6%	i	5%	45%
CC1CCCC(NC(=O)COC(=O)CCc2ccccc2)C1C (centres undefined)	0%	29%	1.4%	12%	4%
Cc1ccc(S(=O)(=O)N2CCN(c3nn(C)c(=O)n(C)c3=O)CC2)cc1C	-2%	2%	2.4%	nt	-5%
CCc1cc(C(=O)NNC(=S)Nc2ccccc2C)cs1	-1%	15%	1.5%	8%	-8%

Compounds shown so far that have a CF3 group:
SMILES	H1N1 NS1A inhibition	tuberculosis growth	VEEV TC-83 Vero	Salmonella PhoP GFP	M. tuberculosis HTS	others
O=C(c1cc(C2CC2)on1)N1CCCC(N2CCN(c3cccc(C(F)(F)F)c3)CC2)C1 (centres undefined)	-5%	15%	i	-9%	58%
FC(F)(F)c1cccc(NC(=S)NCCN2CCOCC2)c1	-2%	6%	i	1%	-8%

Further compounds
SMILES	H1N1 NS1A inhibition	tuberculosis growth	VEEV TC-83 Vero	Salmonella PhoP GFP	M. tuberculosis HTS	others
Cc1ccc(-c2cc(C(=O)N/N=C/c3c(C)nn(C)c3C)c3ccccc3n2)c(C)c1	20%	41%	i	0%	0%
COc1cc(SC)ccc1C(=O)Nc1nc(C)cs1	-6%	7%	5.0%	3%	-1%
O=C(O)c1ccc(OCC2CCCO2)cc1 (centres undefined)	0%	5%	4.0%	-7%	-1%
Cc1cc(C)nc(SCC(=O)Oc2ccc3oc(=O)cc(C)c3c2)n1	0%	3%	1.7%	1%	43%
O=C(CSc1nnc(-c2cccnc2)n1-c1ccc(F)cc1)NCc1ccc2c(c1)OCO2	-2%	2%	0.8%	-8%	-9%	VEEV TC-83 Vero 10K pilot screen=1.1
COc1cc(C(=O)NCC(=O)Nc2ccc(F)c(F)c2)ccc1OCC(=O)N1CCOCC1	1%	23%	6.2%	11%	3%
C/C(=N\NC(=O)c1cc(C2CC2)nc2ccccc12)c1ccc(O)cc1O	4%	23%	11%	-2%	18%
O=C(O)c1ccc(CN2CCCCC2)o1	-10%	-3%	i	2%	-1%
COc1ccc(Cn2ccnc2SCC(=O)Nc2ccccc2)cc1	8%	37%	3.8%	-10%	2%
CCc1[nH]c(=S)c(C#N)c(-c2ccccc2)c1C(=O)OC	-4%	-17%	0.8%	0%	-1%
O=C(NC(=S)N1CCCCC1CO)c1cc(Br)ccc1Cl (centres undefined)	-7%	nt	i	nt	nt
Cn1nc(C(=O)NCc2cccc(Cl)c2)c2c1-c1ccccc1S(=O)(=O)C2	5%	4%	2.0%	1%	3%
O=C(CCN1C(=O)c2ccc(Br)cc2C1=O)NC1CCCCC1	-2%	1%	2.4%	-7%	8%
Cc1[nH]c(=O)[nH]c(=O)c1NS(=O)(=O)c1ccc2c(c1)CCCC2	-5%	8%	i	-2%	1%
COCCn1nnnc1C(c1cccs1)N1CCN2CCCC2C1 (centres undefined)	-2%	-17%	0.3%	5%	-5%
Cc1ccc2c(CC(=O)NNC(=O)c3ccccc3)coc2c1	6%	60%	i	-2%	8%
NS(=O)(=O)c1ccc(CCNC(=O)c2ccc3c(=O)n4c(nc3c2)CCCCC4)cc1	-7%	14%	i	nt	-9%
CC1(OC(=O)c2cccs2)C(=O)C=C2C=C(c3ccc(C#N)cc3)OC=C2C1=O (centres undefined)	nt	-2%	nt	-16%	4%
CC(=O)Nc1ccc(S(=O)(=O)Nc2ncccn2)cc1	1%	5%	0.8%	4%	-14%
CCN(CC)C(=O)C1CCCN(C/C=C/c2ccccc2)C1 (centres undefined)	-5%	-1%	0.3%	-4%	-9%
CN(CCO)c1nc(N)c2c(N)nc3c(c2c1C#N)CC(=O)N3Cc1cccs1	0%	17%	8.9%	2%	0%
